ER stress rescue: protection against thapsigargin-triggered cell killing – 384-well, CSM14.1, ATP luminescence, primary screen (AID 1222). one-dose cellular ATP content (survival), % at 20 µM; EC50 in µM for titrated hits. CSM14.1 thapsigargin-induced death rescue, ATP luminescence; higher % means a stronger effect. 190,000 tested, under 10 active;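 active means EC50 below 50 µM in the dose-response confirmation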;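 further: death triggered by thapsigargin at about 15 µM added after 2 h compound pretreatment; cell ATP read after overnight thapsigargin exposure of roughly 18 to 22 hours; normalized against plate controls of thapsigargin alone and 5% DMSO vehicle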
Salmonella PhoP GFP: PhoP-dependent GFP reporter repression – Salmonella Typhimurium, primary screen (AID 1863); 300,000 tested, 0.16% active; one-dose inhibition, % at 50 µM; IC50 in µM for titrated hits; S. Typhimurium PhoP-regulated promoter GFP reporter, 4 h; higher % means a stronger effect;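 active means inhibition over 29.93%, a cutoff 3 SD above the screen mean, later confirmed by dose response; inconclusive means inhibition over 29.93% but no dose response follow-up; inactive means inhibition at most 29.93% or unconfirmed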;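 further: 0% = low Mg2+ inducing control and 100% = high Mg2+ repressing control; strong numbers were not always called active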
Insulin prom up: MIN6 insulin promoter up-regulation. MIN6 insulin promoter-GFP reporter, high-content imaging; active compounds read high. z-score at 5 µM. 190,000 tested, 0.3% active;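 active means z-score above 3 at 5 µM with at least 500 cells counted in the well; inconclusive means wells under 500 cells, flagged as cytotoxic or low count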
Autophagy HCS: modulators of autophagy. MEF GFP-LC3 puncta imaging; test concentration mostly 10 µM. calls only at 10 µM (by protocol). 190,000 tested, 0.98% active;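 active means percentage of spot-positive cells more than 3 SD above its plate mean, without a fluorescence outlier flag or 80% toxicity; inconclusive means no clear call, values can overlap the other calls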;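 further: spot-positive cell cutoff set from DMSO-treated cells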
b-catenin transl: beta-catenin nuclear translocation modulation; HeLa beta-catenin nuclear translocation, immunofluorescence imaging; nuclear translocation activity, % at 5 µM; 190,000 tested, 0.3% active;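 active means nuclear translocation activity above 50% at 5 µM, with a well cell count of 50 or more; inconclusive means wells under 50 cells across six images, flagged as toxic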;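 further: per-cell ratio of nuclear to cytoplasmic median beta-catenin stain intensity; plate controls were DMSO negative control for no effect and GSK-3 inhibitor IX positive control for full effect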
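Technique: fluorescence imaging of beta-catenin antibody stain plus DAPI / Material: human HeLa cell line / Incubation: compound treatment 24 h, 37°C, 5% CO2 / Read-out basis: % activation of per-cell nuclear versus cytoplasmic median beta-catenin signal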
MT stabilize HCS: microtubule stabilization, imaging screen; HeLa tubulin immunostaining HCS, 24 h; share of cells brighter than vehicle mean+2SD; % tubulin-high responders, % at 10 µM; 200,000 tested, 0.83% active;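 active means plate Z-score above 3 for both tubulin-high and condensed-nucleus cell shares, with cell loss under 80%, at 10 µM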;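 further: anti alpha tubulin signal scored within the nucleus-defined area of each cell; some results filed as inactive read as strong as hits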
Dynein cargo inh: blocks dynein driven cargo transport along microtubules; z-score, hits read low; AID 1381; 220,000 tested, 0.47% active; 3617.4 mouse cells, GR-EGFP nuclear translocation imaging; test concentration mostly 20 µM; stimulated with dexamethasone, 1 µM; active compounds read low;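 active means plate z-score of nuclear minus cytoplasmic receptor signal below a set negative limit, without overly bright fluorescence or cell loss, cut at about -3.5 in these data, passing the limit was not always enough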;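 further: z-score of nuclear minus cytoplasmic ring GR-EGFP intensity difference per well; some compounds called inactive have numbers as strong as hits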
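medium = tetracycline-free induction medium containing charcoal-stripped FBS | also added = 1.0 µM final dexamethasone stimulus | schedule = 48 h induction, 1 h compound, 30 min dex at 37 °C | technique = fixed, Hoechst-stained cells imaged at 10x for EGFP | measure = GR-EGFP nuclear translocation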
T cell modulator: modulates CD8 T cell binding to vesicles; 2C CD8+ T cell-vesicle binding, flow cytometry; active compounds read low; calls only at 7 µM; 330,000 tested, 0.068% active; AID 2052;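 active means response, share of CD8 T cells binding vesicles, and their 90th percentile fluorescence all below set limits, cut at about 80% in these data, passing the limit was not always enough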
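Assay system – 2C mouse CD8+ T cells · Also added – QL9-loaded Drosophila micro-vesicles · Timing – Cell–vesicle co-incubation 1.5 h at 37 °C, staining 20 min on ice · Signal – flow cytometry of vesicle-bound cells · Measure – percent CD8+ FL2 mean versus row control · Controls – Peptide-free naked vesicles (low) and QL9 vesicles with 0.7% DMSO vehicle (high)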
Lipid droplet: modulators of hepatic lipid droplet formation. inhibition, % at 6.5 µM. 240,000 tested, 0.4% active. AML12 mouse hepatocytes, oleate lipid droplets, BODIPY imaging;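 active means lipid droplet intensity inhibited by at least 50%, with more than 500 cells counted; inconclusive means wells with under 300 cells, treated as cytotoxic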
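Assay system: AML12 hepatocytes (mouse) / Also added: 100 µM oleic acid challenge / Times: overnight treatment with compound plus oleate / Detection: high-content imaging of BODIPY-stained droplets and DAPI nuclei / Evaluation: % inhibition of lipid droplet signal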
Dynein cargo inh cytoplasmic EGFP: also measured in Dynein cargo inh; calls as there; z-score; measured here: cytoplasmic GR-EGFP intensity; active compounds read high
Dynein cargo inh nuclear GR-EGFP: further read-out of Dynein cargo inh, marked with its call; z-score; measured here: nuclear GR-EGFP intensity;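 lower value marks the stronger effect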
Dynein cargo inh cell count: second read-out of Dynein cargo inh, no call of its own (marks repeat the call); z-score; measured here: cell count per field
Insulin prom up cell count: also measured in Insulin prom up; calls as there; cell count; measured here: cytotoxicity, nuclei count;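 total cells summed across four imaged fields per well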
Lipid droplet cells 6.5 µM: further read-out of Lipid droplet, marked with its call; cell count; measured here: cell count, cytotoxicity flag;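 cells counted across two imaged fields per well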
b-catenin transl cell count 5 µM: recorded beside b-catenin transl, whose call it bears; cell count; measured here: cell count, cytotoxicity flag
T cell modulator vesicle-bound %: second read-out of T cell modulator, no call of its own (marks repeat the call); double positive events, %; measured here: CD8+ vesicle-bound cell fraction;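 binding gate set so that unloaded-vesicle control wells show 10% double positive cells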
MT stabilize HCS Hoechst-high %: recorded beside MT stabilize HCS, whose call it bears; % Hoechst-high responders; measured here: nuclear condensation Hoechst responders;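 share of cells brighter than vehicle mean plus two SD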
MT stabilize HCS cytotoxicity %: recorded beside MT stabilize HCS, whose call it bears; toxicity, %; measured here: cytotoxicity by cell density;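 0% = mean cell density of plate MIN control wells and 100% = no cells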
Autophagy HCS cell loss 18 h: further read-out of Autophagy HCS, marked with its call; toxicity, %; measured here: cell loss, nuclei count;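 cell loss after 18 h compound exposure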
* hit, by the source's call; i = inactive; ? = inconclusive; . = not tested or not shown.

SMILES	ER stress rescue	Salmonella PhoP GFP	Insulin prom up	Insulin prom up cell count	Autophagy HCS	Autophagy HCS cell loss 18 h	b-catenin transl	b-catenin transl cell count 5 µM	MT stabilize HCS	MT stabilize HCS Hoechst-high %	MT stabilize HCS cytotoxicity %	Dynein cargo inh	Dynein cargo inh cytoplasmic EGFP	Dynein cargo inh nuclear GR-EGFP	Dynein cargo inh cell count	T cell modulator	T cell modulator vesicle-bound %	Lipid droplet	Lipid droplet cells 6.5 µM
COc1cc2c(cc1OC)CN(C(=O)C1(c3ccccc3)CC1)CC2	-0.8%	-4.9%	1.34	1464	i	36.3	-2.5	891	4.8	2.2	15.3	0.904	-0.211	0.877	-1.02	i	26.5	.	.
O=S(=O)(NCCOc1cccc2cccnc12)c1ccc(F)cc1	-2.4%	7.2%	0.04	1282	i	-4.9	1.4	1125	2.7	1.4	1.4	-0.115	-0.272	-0.196	0.169	i	40.9	-7.2	729
COc1ccc(NC(=O)c2ccc([N+](=O)[O-])cc2[N+](=O)[O-])c(OC)c1	-0.2%	5.1%	-0.35	1166	i	-9.4	2.0	1025	2.5	1.2	5.1	0.297	-0.232	0.229	0.977	i	22.9	3.2	705
NS(=O)(=O)c1ccc(CCNC(=O)C2CCCN(S(=O)(=O)c3cccnc3)C2)cc1 (stereo unspecified)	1.0%	-3.5%	1.1	979	i	4.0	.	.	7.2	2.7	4.2	-0.407	-0.199	-0.136	0.153	i	35.0	.	.
CC(=O)N1CCC(N2CCN(c3ccccc3F)CC2)CC1	1.5%	18.4%	-0.18	1558	i	12.7	-1.4	986	6.5	3.6	9.0	-0.339	-0.335	-0.0924	0.205	i	34.1	.	.
O=C(NC(=S)Nc1ccc(S(=O)(=O)N2CCCCC2)cc1)c1ccccc1	-1.6%	0.1%	-0.38	922	i	-2.7	-7.0	1208	2.3	1.2	11.6	0.296	0.0631	0.408	-0.274	i	42.8	-6.3	758
O=C(Nc1ccc(S(=O)(=O)Nc2nccs2)cc1)/C(=C/c1ccccc1Cl)NC(=O)c1ccccc1	-1.0%	16.6%	0.42	1455	i	8.5	-1.2	1099	2.0	4.6	4.6	0.833	-0.248	1.06	-1.07	i	4.8	-15.0	476
O=C(O)/C=C/C(=O)N1CCc2ccccc21	3.6%	0.9%	1.05	1438	i	-9.8	-0.9	1549	3.1	2.1	6.9	-0.357	-0.315	-0.66	0.242	i	58.8	1.7	670
COc1ccc(OC)c(NC2c3ncccc3C(=O)N2Cc2ccco2)c1 (stereo unspecified)	-2.2%	-1.6%	-0.19	1577	i	17.4	-0.1	1417	5.0	2.0	11.3	-0.481	-0.107	-0.0824	-0.361	i	38.1	.	.
Cc1nnc(SCc2nc3sc4c(c3c(=O)[nH]2)CCCC4)[nH]c1=O	-1.3%	1.0%	0.63	1511	i	5.5	5.8	766	4.2	1.4	7.4	0.157	-0.262	0.586	0.0302	i	51.2	-6.7	697
Cc1ccc(CCC(=O)Nc2ncc(Cc3cccc(Cl)c3Cl)s2)o1	-1.5%	19.0%	-0.56	830	i	57.7	99.8*	328*	6.8	35.6	46.9	0.314	-0.214	-0.0131	0.35	i	26.7	?	.
O=C(CSc1nc2ccccc2s1)N1c2ccccc2Sc2ccc(C(F)(F)F)cc21	-1.6%	10.8%	-0.31	1517	i	-2.0	0.0	1332	1.4	1.4	11.8	-0.775	-0.178	-0.469	0.588	i	44.8	.	.
N#Cc1c(Nc2ccc(Cl)cc2)s[nH]c1=O	.	-3.1%	0.11	1102	.	.	1.2	1335	.	.	.	0.674	-0.0601	0.887	-1.42	i	32.2	-0.9	718
COC(=O)c1cc(OC)nc2c1c(=O)n(C)c(=O)n2C	0.8%	-3.6%	-0.16	1215	i	-7.9	-0.4	553	2.6	3.1	0.8	0.226	-0.216	0.069	-0.591	i	40.4	-4.0	765
COc1cc(/C=N/NC(=O)c2ccc(Cl)cc2)ccc1OCC(=O)N1CC(C)OC(C)C1 (stereo unspecified)	-14.5%	-10.3%	-0.32	1330	i	-10.1	-1.5	1144	4.7	2.6	8.4	-0.237	-0.08	-0.0384	0.115	i	51.7	-3.8	723
COc1ccc(/C=C/C(=O)NC(CCSC)C(=O)O)cc1 (stereo unspecified)	-0.9%	4.5%	0.14	1246	i	4.0	.	.	4.2	2.2	5.0	1.2	-0.214	0.783	-1.24	i	58.0	-9.3	662
CC(=O)Nc1ccc(N2C(C(C)=O)=NN(c3ccccc3)C2c2cccs2)cc1 (stereo unspecified)	1.1%	-3.5%	0.7	1653	i	-0.7	1.0	1351	3.4	2.9	5.5	-1.4	0.223	-0.414	0.632	i	45.1	.	.
CCn1cc(/C=C/C(=O)Nc2c(C)nn(Cc3ccccc3)c2C)cn1	-2.6%	-2.9%	0.12	1199	i	-1.1	0.3	953	3.3	2.3	4.0	0.307	-0.311	-0.212	0.185	i	36.8	3.7	630
CCOC(=O)C1CCN(c2c(N3CCCC(C(=O)OCC)C3)c(=O)c2=O)CC1 (stereo unspecified)	.	-4.2%	.	.	.	.	3.5	996	2.8	3.2	4.7	-0.982	-0.297	-0.536	0.746	i	40.8	6.4	700
O=C(NC1CCCCCC1)c1ccc[nH]c1=S	0.3%	4.1%	0.03	1306	i	0.8	.	.	2.4	3.2	6.7	-0.512	-0.253	-0.182	0.211	i	38.6	9.4	782
Cc1ccc(SCC(=O)NCC(C)C)cc1	-1.6%	-4.0%	0.86	1258	i	1.0	-3.2	910	4.0	3.1	6.2	-0.318	-0.243	0.0707	0.768	i	11.6	.	.
CC(=O)c1ccc(NC(=O)Nc2ncn(Cc3cccc(C)c3)n2)cc1	-2.2%	-3.6%	.	.	i	-5.8	-1.2	1111	2.9	1.4	2.6	-0.689	-0.26	-0.913	-0.0283	i	22.6	0.5	684
CCOC(=O)N1CCN(C(=O)CN(c2ccccc2)S(C)(=O)=O)CC1	-0.2%	-9.3%	0.34	1407	i	7.3	0.3	1486	2.4	4.0	12.6	1.59	-0.0821	1.06	-0.811	i	51.7	-1.3	725
COC(=O)c1sc(N)c(C(=O)OC)c1CSc1nc2sc3c(c2c(=O)n1C)CCC3	-3.3%	0.7%	.	.	i	-15.4	-0.1	1029	2.7	1.7	3.7	-0.789	-0.188	-0.0871	-0.5	i	21.9	-3.2	780
CC(CNC(=O)c1cncc(O)c1)NC(=O)c1cncc(O)c1 (stereo unspecified)	-0.4%	-1.0%	.	.	i	0.0	-0.8	775	3.5	1.2	2.0	1.9	-0.153	1.12	-1.25	i	21.1	.	.
Further compounds follow:
SMILES	ER stress rescue	Salmonella PhoP GFP	Insulin prom up	Insulin prom up cell count	Autophagy HCS	Autophagy HCS cell loss 18 h	b-catenin transl	b-catenin transl cell count 5 µM	MT stabilize HCS	MT stabilize HCS Hoechst-high %	MT stabilize HCS cytotoxicity %	Dynein cargo inh	Dynein cargo inh cytoplasmic EGFP	Dynein cargo inh nuclear GR-EGFP	Dynein cargo inh cell count	T cell modulator	T cell modulator vesicle-bound %	Lipid droplet	Lipid droplet cells 6.5 µM
O=C(CN(Cc1ccco1)C(=O)Cn1nnc(-c2cccs2)n1)NCC1CCCO1 (stereo unspecified)	0.1%	0.4%	-0.97	1065	i	3.7	0.0	1527	3.4	1.6	6.6	-0.255	-0.32	-0.191	0.506	i	24.2	2.9	719
CCOCC(=O)Nc1cccc(OC)c1	2.3%	5.1%	0.14	1166	i	-6.6	-0.9	1245	3.1	1.4	9.3	3.57	-0.149	2.59	-1.77	i	39.5	-16.2	715
N#Cc1ccsc1NC(=O)CSc1ncn[nH]1	-3.0%	-3.1%	1.04	1247	i	3.9	0.2	1012	3.4	2.0	1.7	0.209	-0.288	-0.527	0.932	i	23.6	5.7	751
CC(C)(C)OC(=O)NCCC(=O)N/N=C/c1ccc2nccnc2c1	.	-3.2%	0.36	1402	.	.	-1.9	1100	.	.	.	0.242	-0.0636	0.0572	0.335	i	55.3	10.5	750
Cc1c(/C=N/NC(=O)COc2ccccc2[N+](=O)[O-])c2ccccc2n1C	0.3%	-0.3%	-0.26	1191	i	-4.4	3.3	910	3.3	2.8	10.6	-1.11	-0.144	-0.126	1.5	i	30.3	-17.9	522
CCN(C=NC1=NN(c2cccc(C(F)(F)F)c2)CC1)CC	-2.0%	17.7%	-0.47	1272	i	-14.7	2.9	693	6.1	2.3	11.4	2.73	-0.303	1.34	-0.591	i	39.8	-5.6	499
O=C(c1ccc(Cn2cc([N+](=O)[O-])cn2)o1)N1N=C(C(F)F)CC1(O)C(F)F (stereo unspecified)	4.9%	7.8%	-0.37	992	i	-18.2	-3.2	1247	2.2	1.3	7.2	0.507	-0.212	0.706	0.235	i	9.4	-0.9	811
O=c1nc(SCc2c(F)cccc2Cl)nc(-c2ccccc2)[nH]1	.	-11.7%	-0.02	1029	.	.	0.2	1334	.	.	.	0.0254	-0.261	0.508	0.0751	i	32.8	-0.9	682
Cc1ccc(-c2nc3ccccc3s2)cc1S(=O)(=O)N1CCOCC1	-1.4%	-8.9%	0.41	963	i	-11.4	.	.	1.9	1.2	11.3	0.923	-0.262	0.651	-0.174	i	29.9	-31.7	705
